Compound activity as filed in PubChem.
MEKK2mut PB1 HTS = MEK5 binding signal on mutant MEKK2 PB1, primary screen, biochemical, multiplex bead flow cytometry, Alexa488-MEK5; Alexa488-MEK5 binding to MEKK2 mutant; percent response, % at 10 µM; 290,000 compounds, 0.35% hits; in the data active means percent response above about 24%, passing the limit was not always enough; further: inactives centre near 1; some results filed as inactive read as strong as hits; reference of the scale not given here
MEKK2wt PB1 HTS = modulators of MEK5 binding to wildtype MEKK2, primary screen, biochemical, multiplex bead flow cytometry, Alexa488-MEK5; 290,000 compounds, 1.1% hits; Mitogen-activated protein kinase kinase kinase 2 (Homo sapiens), Q9Y2U5; Alexa488-MEK5 binding to MEKK2 WT; actives lie on both sides; binding response (% of control), % at 10 µM; in the data active means binding response below about 67% or above about 130%
PHOSPHO1 inh = PubChem AID 1565; inhibition, % at 13.3 µM; 290,000 compounds, 1.1% hits; recombinant PHOSPHO1, absorbance phosphatase assay; Phosphoethanolamine/phosphocholine phosphatase (Homo sapiens), Q8TCT1; in the data active means inhibition above about 60%
Target sequence (Q8TCT1 whole entry, looked up): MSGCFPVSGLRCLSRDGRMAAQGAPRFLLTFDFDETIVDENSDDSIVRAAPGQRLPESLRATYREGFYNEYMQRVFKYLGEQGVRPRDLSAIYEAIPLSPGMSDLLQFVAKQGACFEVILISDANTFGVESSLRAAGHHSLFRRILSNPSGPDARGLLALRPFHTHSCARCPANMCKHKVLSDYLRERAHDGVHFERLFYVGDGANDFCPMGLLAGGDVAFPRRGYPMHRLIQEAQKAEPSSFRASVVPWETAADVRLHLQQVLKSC
MEKK3 PB1 HTS = modulators of MEKK3-MEK5 PB1 binding, primary screen, biochemical, wildtype MEKK3, multiplex bead flow cytometry, Alexa488-MEK5 | AID 1529, 2009 | bead-based flow cytometry, Alexa488-MEK5 binding to MEKK3; actives lie on both sides; 0 = blocked by unlabeled MEK5, 100 = vehicle | 290,000 compounds, 1.4% hits | binding response (% of control), % at 10 µM;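 active means binding response more than 3 SD above or below the average of its plate-row segment, actives on both sides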;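 further: Alexa488 bead fluorescence after subtracting the streptavidin-only scavenger bead signal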
Target sequence (Q99759 whole entry, looked up): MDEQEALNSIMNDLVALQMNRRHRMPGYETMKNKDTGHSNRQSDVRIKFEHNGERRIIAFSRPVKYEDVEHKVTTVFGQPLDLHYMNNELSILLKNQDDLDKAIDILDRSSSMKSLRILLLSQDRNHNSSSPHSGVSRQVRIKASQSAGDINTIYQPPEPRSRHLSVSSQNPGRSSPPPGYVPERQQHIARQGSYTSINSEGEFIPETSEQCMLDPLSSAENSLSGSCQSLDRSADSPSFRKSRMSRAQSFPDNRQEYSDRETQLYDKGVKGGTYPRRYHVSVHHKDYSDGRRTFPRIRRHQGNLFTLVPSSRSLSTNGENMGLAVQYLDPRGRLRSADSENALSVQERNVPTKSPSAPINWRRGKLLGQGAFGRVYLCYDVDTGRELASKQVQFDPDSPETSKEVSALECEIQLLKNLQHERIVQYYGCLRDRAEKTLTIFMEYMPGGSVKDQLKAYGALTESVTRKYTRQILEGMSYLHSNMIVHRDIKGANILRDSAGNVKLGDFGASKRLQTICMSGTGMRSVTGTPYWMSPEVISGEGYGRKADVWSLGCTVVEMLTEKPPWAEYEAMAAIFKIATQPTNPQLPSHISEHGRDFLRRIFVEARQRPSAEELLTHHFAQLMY
GalR3 antagonist = GalR3 antagonists in HEK293 cells, primary screen, cell-based, fluorescence readout; Galanin receptor type 3 (Homo sapiens), O60755; HEK293 GalR3-CNG cAMP membrane potential fluorescence; galR3 body fused to GalR1 C-terminus; inhibition, % at 3 µM; 360,000 compounds, 0.44% hits;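 active means inhibition above the screen-wide average plus 3 SD, cut at about 13% in these data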;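 further: forskolin and galanin both at EC90 stimulate the cells; cAMP rise reported by CNG channel membrane potential dye signal; 0% = forskolin plus galanin with DMSO and 100% = forskolin alone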
NALP1 inh = NALP1 inflammasome inhibitors in reconstituted yeast, colorimetric, S. cerevisiae, triplicate retest; inhibition, % at 10 µM; 280,000 compounds, 0.61% hits; S. cerevisiae NALP1/ASC/caspase-1 growth, X-gal OD620, 72 h; in the data active means inhibition mostly above about 24%, no sharp cut-off; inactive means mostly below about 32%; further: some compounds called inactive have numbers as strong as hits
V1aR counter = agonists of human V1a receptor, primary screen, counter-screen for OXTR agonist project, fluorescence, CHO-V1R cells; Vasopressin V1a receptor (Homo sapiens), P37288; Fluo-8 calcium fluorescence, agonist mode; 0% DMSO, 100% 3 nM vasopressin; activation, % at 3 µM; 320,000 compounds, 0.25% hits; AID 2797, 2010;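 active means activation above the mean activation of all tested compounds plus 3 SD, per screening run, cut at about 20% in these data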;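 further: signal is peak over basal fluorescence ratio across a 100 second FLIPR read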
GPR7 antag = GPR7 receptor antagonists, primary screen, cell-based, fluorescence, single concentration; AID 1861, 2009; Neuropeptides B/W receptor type 1 (Homo sapiens), P48145; inhibition, % at 4.4 µM; GPR7-expressing cells, fluorescence antagonist assay; 290,000 compounds, 1.1% hits; in the data active means inhibition above about 16%, passing the limit was not always enough;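 further: cells stimulated with the agonist NPW; 0% = agonist with vehicle and 100% = vehicle without agonist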
OXTR ag = human OXTR agonists, primary screen, fluorescence, CHO-OTR cells, Fluo-8 calcium; Oxytocin receptor (Homo sapiens), P30559; AID 2435, 2010; Fluo-8 calcium fluorescence; normalized: DMSO 0%, oxytocin 100%; 320,000 compounds, 0.32% hits; activation, % at 3 µM;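 active means activation above the mean of all tested compounds plus 3 SD, cutoff set per screening run, cut at about 20% in these data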;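 further: peak over basal fluorescence ratio from a 100 s FLIPR kinetic read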
The depositor's hits bear a star; . = no result given.

SMILES	MEKK2mut PB1 HTS	MEKK2wt PB1 HTS	PHOSPHO1 inh	MEKK3 PB1 HTS	GalR3 antagonist	NALP1 inh	V1aR counter	GPR7 antag	OXTR ag
CN1CCC2(CC1)NC(=O)NC2=O	0	98	-42	99	1	-36	0.2	-4	0.3
O=C1/C(=C/c2ccco2)Cc2ccccc21	1	99	-5	98	-6	53	0.2	7	-2.6
CCn1c(=O)n(CC)c2cc(N3CCCC3)c(NC(=O)c3ccccc3F)cc21	3	101	24	104	4	20	-1.0	-22	-1.6
CSCCC(NC(C)=O)C(=O)OCC(=O)N(c1ccccc1)c1ccccc1 (configuration not stated)	5	109	-7	113	-6	21	1.1	-8	0.1
CCN(C(C)=O)c1nnc(CSc2nc3ccccc3s2)s1	0	100	-6	105	3	3	.	-9	.
COc1ccc(CC(=O)Nc2nn(C)c3nc4c(C)cccc4cc23)cc1	-5	94	28	97	3	.	-0.6	-7	0.0
CCc1ccc(C(=O)OCC(=O)Nc2cccc(S(=O)(=O)NC3=NCCCCC3)c2)cc1	-2	105	-4	105	0	34	4.8	12	2.7
Oc1ccc(N2Cc3ccccc3C2)cc1	0	97	11	99	.	6	-1.0	-4	1.3
NC(=O)c1nnn(-c2nonc2N)c1-c1ccc([N+](=O)[O-])cc1	-11	84	1	93	-8	6	0.8	-5	1.6
CCOC(=O)C1C(=O)CC(C)(O)C(C(=O)OCC)C1c1ccc(OCC)cc1 (configuration not stated)	-8	87	-34	78	0	-1	1.1	6	2.0
CCC1=C(OC(=O)N(CC)CC)N2C(=O)OC(=NCCc3c[nH]c4ccccc34)[C@]2(C)[C@H]2C1=CC[C@H]1C(=O)NC(=O)[C@H]12	5	62	40	52	-3	.	0.4	.	0.1
CCN1CCN(c2ccc(NC(=O)c3ccc4c(c3)OCO4)cc2)CC1	.	.	24	.	-5	32	-0.8	-14	0.8
Cc1ccc(SCc2cc(=O)n3[nH]cnc3n2)cc1	15	107	0	92	-1	-6	-0.8	-14	1.0
O=[n+]1cc(-c2ccc(F)cc2)n([O-])c2c1CCC2	.	.	6	.	-1	8	0.5	-15	0.8
CCc1ccc(NC(=O)c2cc(-c3ccc(F)cc3)on2)cc1	-2	101	-1	98	0	8	0.8	-8	0.0
C/C(=N\NC(=O)CNC(=O)C(c1ccccc1)c1ccccc1)c1ccc(C)cc1	1	105	-6	130*	0	31	0.3	-5	-1.1
CCn1c(-c2ccc(-c3ccccc3)cc2)c[nH]c1=S	1	98	97*	96	-3	-15	4.2	-18	0.2
CCCc1c(C(=O)N/N=C/c2ccc(OC)c(OCc3ccccc3)c2)nnn1-c1nonc1N	-3	94	18	100	6	15	0.3	1	-0.5
O=c1c2ccccc2nc(-c2ccccc2)n1CCCn1ccnc1	2	109	25	104	4	10	0.7	-9	-0.5
CCOc1ccccc1N1CCN(CC(=O)Nc2ncc(C)s2)CC1	5	105	23	104	-4	2	-0.2	-10	-0.8
O=C(NCCC(=O)N1CCc2ccccc21)c1ccccc1Cl	7	106	24	102	-10	14	-0.5	0	0.6
CC1=CSC2=NC(=O)/C(=C/c3cccc(OC(=O)c4ccco4)c3)C(=N)N12	1	101	-7	105	-2	17	0.0	-6	-1.6
O=C(C/C=N\OCc1ccc([N+](=O)[O-])cc1)Nc1ccc(Br)cc1	0	105	34	104	-1	3	2.7	8	1.9
O=C(Nc1cscc1S(=O)(=O)c1ccc(Cl)cc1)c1ccccc1Cl	-3	99	41	99	-1	.	0.8	-19	-1.7
Cc1nc2ccc(NC(=O)N(C(C)C)C(C)C)cc2s1	-3	98	20	102	-7	22	0.6	-9	-0.1
CC(NS(=O)(=O)c1ccc(OCC(=O)Nc2cccc([N+](=O)[O-])c2)cc1)c1ccccc1 (configuration not stated)	0	104	7	87	-5	23	9.6	2	14
COC(=O)[C@@H](NC(=O)O[C@@H]1C(=O)c2cc(Br)ccc2O[C@H]1c1cccc(OC)c1)C(C)C	-6	95	-4	101	.	20	0.7	7	-2.0
CCOC(=O)c1sc(Nc2cccc(C)c2C)nc1C	.	.	24	.	.	-4	6.2	-6	0.6
CCCCCCCCCS(=O)(=O)N/N=C/c1cccc([N+](=O)[O-])c1	-4	95	-20	86	-7	28	0.4	-9	1.8
Cc1ccc(CSCC(=O)NCc2cccnc2)cc1	0	107	12	137*	1	29	-0.4	-7	-1.0
Cc1ccc(C)c(-c2cc(C(=O)Nc3nccs3)c3ccccc3n2)c1	1	104	27	97	-7	14	-0.8	-13	-2.4
COc1ccc(S(=O)(=O)N2CCC(C(=O)N3CCCCC3)CC2)cc1Cl	-7	94	0	95	-5	11	4.0	2	3.9
COc1ccc2nc(SCC(=O)O)nc(C)c2c1	1	104	-23	107	-5	18	7.9	-9	-0.1
Cc1c(C(=O)OC/C(O)=C(\C#N)c2nc3ccccc3[nH]2)oc2ccc(Br)cc12	3	96	5	104	-5	.	-0.1	-5	1.5
Cc1cc(C)c(C#N)c(SCc2[nH]nc3c2C(c2ccc(F)cc2)C(C#N)=C(N)O3)n1 (configuration not stated)	-5	96	-1	87	18*	-37	-0.5	16	-0.5
CN(C)Cc1c(O)ccc2c1O/C(=C\C=C\c1ccccc1)C2=O	-1	95	16	100	0	44*	5.2	-7	3.5
Cc1c2c(nc3ccccc13)CC(C)(C)CC2=O	-2	98	8	102	-6	2	-1.1	-12	-2.2
CCC(=NCCc1c(C)[nH]c2ccccc12)C1=C(O)CC(c2ccccc2)CC1=O (configuration not stated)	-1	103	7	98	-5	19	1.2	11	-1.7
CCN(CC)C(=O)C1c2ccccc2Oc2ccccc21	13	108	30	106	-8	1	64*	-1	48*
Cn1c(COc2ccccc2)nnc1SCC(=O)Nc1ccc(S(N)(=O)=O)cc1	-7	89	47	82	-3	8	0.1	-3	-0.3
CCCNC(=O)N[C@@H](CCSC)C(=O)OC	1	100	3	98	-5	9	1.1	-6	0.3
NS(=O)(=O)c1ccc(N2C(=O)C(=O)/C(=C(/O)c3ccccc3)C2c2ccc(Cl)cc2)cc1 (configuration not stated)	-10	99	20	94	-2	-33	0.8	-13	-0.1
O=C(CS(=O)(=O)Cc1ccccc1)Nc1ccc(S(=O)(=O)N2CCCCCC2)cc1	3	104	6	100	4	14	2.3	3	5.0
COc1ccccc1NC(=O)Oc1ccc(NC(=O)c2ccco2)cc1	-4	96	3	97	-1	-2	1.3	-10	-1.1
O=C(COc1ccc(Cl)cc1)NCc1nnc(SCC(=O)Nc2ccc(F)cc2F)o1	-3	99	-10	97	-2	-2	0.1	-5	-0.2
COc1cccc(N2CCN(c3ccc4nnc(CCC(=O)Nc5ncccc5C)n4n3)CC2)c1	-4	98	7	99	-6	-3	-0.5	-7	-1.4
O=C(CSCc1ccccc1)N1CCN(Cc2ccc3c(c2)OCO3)CC1	6	101	2	99	-3	23	0.0	-6	-1.0
O=C(CN1CCN(c2ccccc2)CC1)Nc1ccccc1Sc1ccccc1	3	102	-9	107	-5	23	0.3	-10	-0.6
Cc1ccc(C(=O)N/C(=C/c2ccco2)C(=O)OCN2C(=O)c3ccccc3C2=O)cc1	-1	99	-1	97	8	7	-0.1	-11	-0.3
COc1cc2c(cc1OC)C(c1ccccc1)N(C(=O)c1ccccc1)CC2 (configuration not stated)	3	104	3	103	-2	17	-1.2	13	-2.2
O=C(Cn1nnc(-c2ccccc2)n1)N=Nc1c(O)[nH]c2ccccc12	-4	98	-6	100	-5	-5	0.1	2	-1.0
COc1ccc(-c2nnc(SCC(=O)NCC3CCCO3)n2C)cc1 (configuration not stated)	6	94	27	103	-2	-10	1.9	-9	-0.4
CCOC(=O)C1=NOC(CNC(=O)c2c(-c3ccccc3Cl)noc2C)C1 (configuration not stated)	6	98	-10	98	-3	33	0.5	-4	0.3
CCCCC1C(=O)CC[C@H]2[C@@H]1CC(=O)[C@@H]2C/C=C\CCCC(=O)O (some centres not stated)	5	95	4	111	.	-14	0.4	-7	-1.0
Cn1c(SCC(=O)Nc2cccc(F)c2)nnc1-c1cc2ccccc2o1	9	108	-1	112	-2	-10	0.4	-15	-1.3
Cc1ccc(/C=N/NC(=O)c2nnn(-c3nonc3N)c2CNc2ccccc2)cc1	4	104	-4	102	-5	34	-0.3	3	-0.8
Oc1ccc(F)cc1-c1cc(-c2ccc3c(c2)OCCO3)n[nH]1	6	105	26	106	-3	2	2.1	0	3.6
NC(=O)Nc1ccc(C(=O)OCC(=O)Nc2cccc(S(=O)(=O)NC3=NCCCCC3)c2)cc1	-17	88	4	91	-8	.	0.7	-6	0.4
COC(=O)c1cnc(SC)nc1C	-6	92	7	85	-4	27	0.2	-14	0.5
COCCn1c(COc2ccc(Cl)cc2)nnc1SCC(N)=O	7	105	14	102	.	18	1.1	2	-0.1
COc1ccc(CC(=O)NC2CC2)cc1OC	3	100	18	103	-10	16	1.1	-9	0.6
Cc1cc(=O)c(C(=O)O)cn1-c1ccc(C(C)C)cc1	-10	99	24	110	-3	-10	0.9	-1	0.8

In the list so far, 8 have an NH in an aromatic ring.
SMILES	MEKK2mut PB1 HTS	MEKK2wt PB1 HTS	PHOSPHO1 inh	MEKK3 PB1 HTS	GalR3 antagonist	NALP1 inh	V1aR counter	GPR7 antag	OXTR ag
CCC1=C(OC(=O)N(CC)CC)N2C(=O)OC(=NCCc3c[nH]c4ccccc34)[C@]2(C)[C@H]2C1=CC[C@H]1C(=O)NC(=O)[C@H]12	5	62	40	52	-3	.	0.4	.	0.1
Cc1ccc(SCc2cc(=O)n3[nH]cnc3n2)cc1	15	107	0	92	-1	-6	-0.8	-14	1.0
CCn1c(-c2ccc(-c3ccccc3)cc2)c[nH]c1=S	1	98	97*	96	-3	-15	4.2	-18	0.2
Cc1c(C(=O)OC/C(O)=C(\C#N)c2nc3ccccc3[nH]2)oc2ccc(Br)cc12	3	96	5	104	-5	.	-0.1	-5	1.5
Cc1cc(C)c(C#N)c(SCc2[nH]nc3c2C(c2ccc(F)cc2)C(C#N)=C(N)O3)n1 (configuration not stated)	-5	96	-1	87	18*	-37	-0.5	16	-0.5
CCC(=NCCc1c(C)[nH]c2ccccc12)C1=C(O)CC(c2ccccc2)CC1=O (configuration not stated)	-1	103	7	98	-5	19	1.2	11	-1.7
O=C(Cn1nnc(-c2ccccc2)n1)N=Nc1c(O)[nH]c2ccccc12	-4	98	-6	100	-5	-5	0.1	2	-1.0
Oc1ccc(F)cc1-c1cc(-c2ccc3c(c2)OCCO3)n[nH]1	6	105	26	106	-3	2	2.1	0	3.6
